# Screening data from PubChem.
# NTR1 agonist – agonists of NTR1, primary screen, imaging, U2OS cells, beta-arrestin-GFP, high content (AID 493036); P30989; NTR1-U2OS beta-arrestin-GFP spot imaging, agonist mode; activation, % at 20 µM; actives 0.17% (n = 330,000);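 active = activation at or above 40% of the spot to cytoplasm intensity ratio, with at least 20 cells analyzed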;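 note: 0% = DMSO without peptide and 100% = 100 nM NTR1 peptide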
# Target sequence (P30989 whole entry, looked up): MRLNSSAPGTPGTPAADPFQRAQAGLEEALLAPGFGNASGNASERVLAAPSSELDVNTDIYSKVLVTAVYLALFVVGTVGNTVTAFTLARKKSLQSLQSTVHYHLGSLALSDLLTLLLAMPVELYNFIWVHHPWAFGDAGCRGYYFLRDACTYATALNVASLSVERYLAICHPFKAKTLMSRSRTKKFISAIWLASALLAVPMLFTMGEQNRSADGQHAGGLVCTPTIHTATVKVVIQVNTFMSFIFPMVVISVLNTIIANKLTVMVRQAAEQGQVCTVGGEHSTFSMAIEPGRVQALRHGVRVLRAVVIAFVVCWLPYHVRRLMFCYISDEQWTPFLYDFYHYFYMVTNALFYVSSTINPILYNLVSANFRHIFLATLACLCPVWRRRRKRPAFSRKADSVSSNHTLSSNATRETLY
# Lipid droplet – modulators of hepatic lipid droplet formation | actives 0.4% (n = 240,000) | inhibition, % at 6.5 µM | AML12 mouse hepatocytes, oleate lipid droplets, BODIPY imaging;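 active = lipid droplet intensity inhibited by at least 50%, with more than 500 cells counted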
#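 Assay system: AML12 mouse liver cells | Compound dosing: One dose, 6.5 µM compound | Read-out basis: Droplet intensity reduction, % inhibition | Measured by: Fluorescence imaging, 20x objective, two fields per well | Schedule: Overnight treatment with compound plus oleate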
# LYP inhibition – inhibitors of LYP phosphatase, biochemical, fluorescence intensity, uHTS (AID 1779). recombinant LYP phosphatase, fluorescence intensity; higher % means a stronger effect. inhibition, % at 11.5 µM, or IC50 in µM where a hit was titrated. actives 0.054% (n = 290,000); in the data active = inhibition above about 50%;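 note: plate controls were vehicle with enzyme for no effect and no enzyme for full effect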
# GPR55 antagonists – GPR55 antagonists blocking LPI-driven arrestin recruitment, primary screen, imaging, U2OS, beta-arrestin-GFP, LPI agonist (AID 2013) | U2OS GPR55 beta-arrestin-GFP translocation imaging, LPI antagonism; higher % means a stronger effect | one-dose inhibition, % at 10 µM; IC50 in µM for titrated hits | actives 0.13% (n = 290,000);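 active = spots per cell inhibited over 60%, with over 100 cells counted and total cytoplasm intensity under 500,000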;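 note: U2OS cells stably carrying GPR55 and arrestin-GFP stimulated by 5 µM LPI near EC80; imaged beta-arrestin-GFP aggregate spots per cell after agonist stimulation; plate controls were LPI-stimulated DMSO wells for no effect and DMSO wells without LPI for full effect; some results filed as inactive read as strong as hits; confirmed hits need IC50 under 10 µM and bright autofluorescent wells are also inconclusive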
# MgcRacGAP inhibition – MgcRacGAP GTPase-activating activity inhibitors, confirmation, biochemical, ADP Hunter fluorescence. MgcRacGAP-stimulated Rac1 GTP hydrolysis, ADP Hunter fluorescence; higher % means a stronger effect; GST-tagged Rac1 F28L mutant substrate. inhibition, % at 30 µM, or IC50 in µM where a hit was titrated. actives 0.6% (n = 340,000);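 active = first-screen hits whose inhibition reached a set limit at any dose in the follow-up dose series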;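 note: fluorescence reports GDP produced by GAP-driven GTP hydrolysis; strong numbers were not always called active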
# GPR55 beta-arrestin – selective activators of receptor GPR55 – imaging, U2OS cells, beta-arrestin-GFP redistribution, primary screen (AID 1961). U2OS GPR55 beta-arrestin-GFP redistribution imaging; higher % means a stronger effect. one-dose activation, % at 10 µM; EC50 in µM for titrated hits. actives 0.048% (n = 290,000);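 active = activation above 40% with more than 50 cells counted in the well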;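 note: U2OS osteosarcoma cells stably expressing GPR55 and beta-arrestin-GFP; plate controls were DMSO negative control for no effect and LPI positive control for full effect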
# GPR35 arrestin U2OS – inhibition of zaprinast-stimulated GPR35 beta-arrestin translocation – imaging, U2OS, beta-arrestin-GFP, zaprinast agonist, primary screen (AID 2058); U2OS GPR35 beta-arrestin-GFP translocation imaging, zaprinast antagonism; higher % means a stronger effect; inhibition, % at 10 µM, or IC50 in µM where a hit was titrated; actives 0.052% (n = 290,000);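 active = inhibition of at least 50% with at least 30 cells and total cytoplasm GFP at most 10,000,000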
# T cell modulator – T cell immune modulation candidate; 2C CD8+ T cell-vesicle binding, flow cytometry; active compounds read low; calls only at 7 µM; actives 0.068% (n = 330,000); AID 2052;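 active = response, share of CD8 T cells binding vesicles, and their 90th percentile fluorescence all below set limits, cut at about 80% in these data, passing the limit was not always enough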
#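 Assay system – 2C mouse CD8+ T cells · Also added – QL9-loaded Drosophila micro-vesicles · Timing – Cell–vesicle co-incubation 1.5 h at 37 °C, staining 20 min on ice · Signal – flow cytometry of vesicle-bound cells · Measure – percent CD8+ FL2 mean versus row control · Controls – Peptide-free naked vesicles (low) and QL9 vesicles with 0.7% DMSO vehicle (high)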
# SV40 large T antigen – TAg ATPase/helicase activity blockers – biochemical (AID 1903); one-dose inhibition, % at 20 µM; IC50 in µM for titrated hits; actives 0.39% (n = 310,000); SV40 large T antigen ATPase/helicase inhibition assay; higher % means a stronger effect; in the data active = a potency from the dose series; note: strong numbers were not always called active
# Lipid droplet cells 6.5 µM – further read-out of Lipid droplet, marked with its call; cell count; measured here: cell count, cytotoxicity flag;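 cells counted across two imaged fields per well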
# T cell modulator vesicle-bound % – second read-out of T cell modulator, no call of its own (marks repeat the call); double positive events, %; measured here: CD8+ vesicle-bound cell fraction;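 binding gate set so that unloaded-vesicle control wells show 10% double positive cells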
# NTR1 agonist cell count 20 µM – second read-out of NTR1 agonist, no call of its own (marks repeat the call); cell count; measured here: cell count, cytotoxicity flag
# The depositor's hits bear a star; i = inactive; · = not tested or not shown. No enrichment for hits; overall some 1.8% were active at least once.
SMILES,NTR1 agonist,NTR1 agonist cell count 20 µM,Lipid droplet,Lipid droplet cells 6.5 µM,LYP inhibition,GPR55 antagonists,MgcRacGAP inhibition,GPR55 beta-arrestin,GPR35 arrestin U2OS,T cell modulator,T cell modulator vesicle-bound %,SV40 large T antigen
COc1cccc(NC(=S)N(CCCN2CCOCC2)C(C)c2cc3ccccc3o2)c1 (centres undefined),0.5,56,-13,741,-4%,-5%,14%,-0.4%,-23%,i,31,10%
Cc1ccc(C)c(S(=O)(=O)N/N=C/c2cccnc2)c1,-0.3,47,-1,620,-6%,-24%,11%,-0.4%,3%,i,53,14%
Cc1ccc(-c2cc(-c3ccco3)c3c(N)c(C(=O)NN)oc3n2)cc1,-0.2,41,7,750,-2%,11%,16%,-0.1%,-8%,i,28,9%
Cc1ccc(C(O)(C(=O)NNS(=O)(=O)c2ccc(C)cc2)c2ccc(C)cc2)cc1,5.5,73,-12,638,-1%,19%,1%,0.3%,10%,i,57,13%
COc1ccc(N2CCN(C(=O)c3ccccc3NS(=O)(=O)c3ccc(C)cc3)CC2)cc1,0.7,62,-11,701,-12%,2%,29%,-0.1%,-7%,i,44,18%
NS(=O)(=O)c1ccc(CCNC(=O)c2ccncc2)cc1,-0.8,37,-13,776,2%,2%,-2%,-0.2%,-3%,i,46,2%
CCN(CC)C(=O)C(=O)N/N=C/c1ccc(F)cc1,-0.2,48,7,705,1%,15%,3%,0.1%,-1%,i,21,·
CC(C)CCN1CCN(Cc2coc3ccccc3c2=O)CC1CCO (centres undefined),0.2,61,14,819,-10%,-2%,-14%,0.2%,-2%,i,63,7%
Cc1ccc(NC(=S)NC(=O)c2ccc(Br)o2)c(C)c1,0.9,76,2,689,-3%,5%,7%,-0.1%,4%,i,62,5%
COc1ccccc1-n1c(C)nc2cc(C(=O)NCCN3CCOCC3)ccc21,-1.1,79,12,713,-8%,4%,0%,0.1%,-7%,i,52,2%

# Of the compounds above, 3 have an aryl methoxy group.
SMILES,NTR1 agonist,NTR1 agonist cell count 20 µM,Lipid droplet,Lipid droplet cells 6.5 µM,LYP inhibition,GPR55 antagonists,MgcRacGAP inhibition,GPR55 beta-arrestin,GPR35 arrestin U2OS,T cell modulator,T cell modulator vesicle-bound %,SV40 large T antigen
COc1cccc(NC(=S)N(CCCN2CCOCC2)C(C)c2cc3ccccc3o2)c1 (centres undefined),0.5,56,-13,741,-4%,-5%,14%,-0.4%,-23%,i,31,10%
COc1ccc(N2CCN(C(=O)c3ccccc3NS(=O)(=O)c3ccc(C)cc3)CC2)cc1,0.7,62,-11,701,-12%,2%,29%,-0.1%,-7%,i,44,18%
COc1ccccc1-n1c(C)nc2cc(C(=O)NCCN3CCOCC3)ccc21,-1.1,79,12,713,-8%,4%,0%,0.1%,-7%,i,52,2%

# Next part:
SMILES,NTR1 agonist,NTR1 agonist cell count 20 µM,Lipid droplet,Lipid droplet cells 6.5 µM,LYP inhibition,GPR55 antagonists,MgcRacGAP inhibition,GPR55 beta-arrestin,GPR35 arrestin U2OS,T cell modulator,T cell modulator vesicle-bound %,SV40 large T antigen
CC1Cc2ccccc2N1C(=O)COC(=O)c1ccc(Br)o1 (centres undefined),-1.0,41,10,707,-7%,5%,0%,-0.1%,12%,i,58,-2%
Cn1c(=O)oc2cc(S(=O)(=O)N3CCCC(C(=O)NC4CCCc5ccccc54)C3)ccc21 (centres undefined),-2.0,95,·,·,-6%,-12%,2%,-0.1%,-8%,i,41,7%
CC(C)CC(C(=O)Nc1oc(-c2ccccc2)c(-c2ccccc2)c1C#N)N1C(=O)c2ccccc2C1=O (centres undefined),1.4,55,-4,683,6%,10%,4%,-0.4%,13%,i,62,22%
CN(C)C(=O)Cn1c(=O)n(S(=O)(=O)c2ccccc2)c2ccccc21,0.7,60,-11,785,-2%,0%,2%,0.8%,-8%,i,55,10%
CCOC(=O)c1ccc(NC(=O)Nc2ccc3c(c2)OCCO3)cc1,-0.2,97,-13,669,0%,-10%,7%,-0.1%,-4%,i,24,7%
NS(=O)(=O)c1ccc(Nc2nc3ccccc3nc2NS(=O)(=O)c2cccc([N+](=O)[O-])c2)cc1,0.6,49,11,690,5%,-11%,6%,-0.2%,-5%,i,23,12%
c1ccc(-c2nnc(-c3ccncc3)nc2-c2ccccc2)cc1,1.7,88,2,743,-6%,7%,6%,-0.1%,-1%,i,56,1%
COc1cccc(CCc2nnc(CCC(=O)NC(C)Cc3cccs3)o2)c1 (centres undefined),0.6,56,-9,705,-5%,-6%,1%,0.0%,-14%,i,37,8%
O=C1CN(C(=O)COC(=O)CNC(=O)c2ccccc2)c2ccccc2N1,0.4,62,10,755,-3%,19%,5%,-0.3%,-1%,i,22,10%
CC(C)(C)NC(=O)CN(Cc1ccc2c(c1)OCO2)C(=O)CNS(=O)(=O)c1ccccc1,-0.2,49,-6,766,-10%,6%,6%,0.9%,-4%,i,41,1%
O=C1NC(=S)N/C1=C/c1ccc(Oc2ccc(C(F)(F)F)cc2[N+](=O)[O-])c(Cl)c1,-0.1,51,8,577,-6%,7%,2%,0.0%,-7%,i,32,9%
Cn1c(NC(=O)c2ccco2)c(-c2ccc(Cl)cc2)c(=O)c2ccccc21,2.8,47,5,780,-1%,-6%,4%,-0.1%,0%,i,0,16%
COc1ccccc1C1CC(c2ccccc2)=NN1S(=O)(=O)c1ccccc1 (centres undefined),-1.0,62,-25,604,-2%,-12%,6%,-0.1%,1%,i,10,6%
S=C(NCc1ccco1)Nc1ccccc1,-0.4,36,3,624,-10%,-9%,3%,-0.1%,12%,i,20,10%
COCCN(C(=O)c1csnn1)C(C(=O)NC1CCCC1)c1ccccc1 (centres undefined),-2.2,47,-25,807,-7%,-9%,6%,-0.1%,2%,i,40,-8%
C/C(Nc1ccccc1C(F)(F)F)=C1/CCOC1=O,0.4,53,-8,706,-3%,-1%,-1%,0.2%,14%,i,30,8%
O=C1CCCC(=O)N1c1ccc(F)cc1,1.4,48,·,·,-6%,3%,·,-0.1%,-3%,i,29,6%
Cc1nc(N(C)C)c2sc(=S)n(-c3ccccc3)c2n1,0.6,80,6,702,3%,8%,-1%,0.2%,-7%,i,51,1%
O=C(c1ccsc1)N1CCN(C(=O)c2cccs2)CC1,-1.5,31,-51,670,2%,4%,5%,0.2%,2%,i,6,3%
COc1cc(NC(=O)CN2C(=O)C(c3ccccc3)=NC2(C)C)cc(OC)c1,1.1,61,4,726,-5%,2%,7%,0.2%,5%,i,10,10%
Cc1ccc(S(=O)(=O)N2CCN(C(=O)CNC(=O)c3ccc(Br)o3)CC2)cc1,-1.2,67,·,·,·,·,4%,·,·,i,57,11%
CCOc1ccc(NS(=O)(=O)c2ccc(C(=O)N3CCCCC3)cc2)cc1,2.1,60,57*,827*,-10%,17%,7%,0.4%,13%,i,15,-8%
CC(=O)Nc1ccc2c(c1)nc(C)n2-c1ccccc1,0.4,65,-1,793,-4%,-5%,-13%,0.0%,-6%,i,13,5%
C=CCn1c(C)cc(C(=O)COC(=O)/C=C/c2cccc(OC)c2)c1C,2.8,35,20,683,-1%,6%,-2%,-0.3%,-4%,i,40,24%
N#C/C(=C\c1cccc(Oc2ccccc2)c1)C(=O)N1CCOCC1,8.1,61,3,725,-4%,20%,28%,1.2%,-11%,i,21,9%
Nc1sccc1C(=O)c1ccc(Cl)cc1,·,·,-17,675,6%,6%,27%,-0.1%,7%,·,·,26%
Cc1ccc(NC(=O)c2ccc(CSc3nnnn3C)cc2)cc1,-0.6,53,·,·,0%,-4%,9%,-0.1%,15%,i,20,16%
Cc1cccc(CSCCNC(=S)Nc2ccccc2)c1,0.2,57,26,625,2%,8%,8%,-0.2%,-3%,i,48,18%
Nc1cc(C(=O)N2CCN(c3ccc([N+](=O)[O-])cc3)CC2)ccc1N1CC2CC(C1)c1cccc(=O)n1C2 (centres undefined),0.6,62,-15,663,9%,16%,5%,0.2%,-8%,i,40,27%
COc1cccc(C(=O)NCC(c2ccco2)N2CCc3ccccc3C2)c1 (centres undefined),0.1,50,·,·,·,·,8%,·,·,i,51,11%
Cc1nc(C)c(C(=O)NCc2ccccc2Cl)o1,-0.5,60,·,·,-9%,2%,7%,0.0%,10%,i,23,-1%
Brc1ccc(NC2=Nc3ccccc3CC2)cc1,0.0,79,·,·,-10%,8%,2%,-0.1%,5%,i,17,8%
O=C(NCCCn1ccnc1)c1cc(Br)c(Br)s1,-1.6,59,24,888,-7%,-13%,8%,-0.2%,4%,i,20,5%
COc1cc(/C=N/Nc2nc(C)cc(=O)[nH]2)ccc1OC(=O)c1cccnc1,2.8,60,13,661,1%,21%,9%,0.3%,5%,i,33,11%
COc1ccc(C(C)=O)c(OC(=O)c2ccc(OC)c(OC)c2)c1,2.5,79,3,666,2%,10%,2%,0.2%,2%,i,44,6%
O=C(N/N=C/c1cn(-c2ccccc2)nc1-c1cccs1)c1ccncc1,5.1,55,16,694,-7%,6%,11%,-0.4%,-8%,i,47,6%
CS(=O)(=O)NN1C(=O)c2ccccc2NC1c1c[nH]c2ccccc12 (centres undefined),-0.1,81,-4,637,-2%,12%,11%,0.2%,4%,i,46,1%
O=C(Oc1ccc(OC(=O)c2ccco2)c(S(=O)(=O)c2ccc(Br)cc2)c1)c1ccco1,6.9,86,·,·,5%,0%,2%,0.0%,-11%,i,18,4%
CCOc1ccc(C=NCC(O)c2ccccc2)cc1 (centres undefined),0.2,100,·,·,-6%,1%,·,-0.1%,-16%,i,35,7%
CCCCn1c2ccccc2c2cc(CC(N)=O)ccc21,5.5,64,18,734,-7%,-5%,5%,-0.1%,2%,i,49,10%
C1CN(CCN2CCOCC2)CCN1,-0.5,53,2,798,-2%,-14%,4%,-0.2%,0%,i,16,10%
Cc1ccc(CCNC(=O)C2CCC(=O)N2Cc2ccc(F)cc2)cc1 (centres undefined),-0.8,41,-12,712,-8%,0%,8%,-0.3%,-7%,i,51,8%
CCCC(NC(=O)COc1cc2c(c3oc(=O)c(C)c(C)c13)CCC(C)(C)O2)C(=O)O (centres undefined),0.6,71,-3,775,-15%,-7%,·,-0.2%,-5%,i,38,11%
